# ERG-DNA inh – inhibitors of human ERG Ets domain-DNA interaction; P11308; fluorescence polarization, His-ERG Ets domain / labelled DNA; Potency, µM (titrated, usually from 76.9 µM), without a hit: top-dose FP activity, negative = inhibition, usual class: inhibitors; 370,000 tested, 0.028% active; AID 624246; active = well fitted inhibition curve with a large enough effect in the polarisation, with a control signal flat; inconclusive = small, poorly fitted or top-dose-only effect, or effect the other way, or a change in a side signal; inactive = no such curve, though single readings can be large or run the other way; the % refers to the polarisation;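 note: polarization taken with two DNA probes labelled with fluorescein and Texas red; % of control where 0% means no effect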
# Target sequence (P11308 whole entry, looked up, the tested form may be a part): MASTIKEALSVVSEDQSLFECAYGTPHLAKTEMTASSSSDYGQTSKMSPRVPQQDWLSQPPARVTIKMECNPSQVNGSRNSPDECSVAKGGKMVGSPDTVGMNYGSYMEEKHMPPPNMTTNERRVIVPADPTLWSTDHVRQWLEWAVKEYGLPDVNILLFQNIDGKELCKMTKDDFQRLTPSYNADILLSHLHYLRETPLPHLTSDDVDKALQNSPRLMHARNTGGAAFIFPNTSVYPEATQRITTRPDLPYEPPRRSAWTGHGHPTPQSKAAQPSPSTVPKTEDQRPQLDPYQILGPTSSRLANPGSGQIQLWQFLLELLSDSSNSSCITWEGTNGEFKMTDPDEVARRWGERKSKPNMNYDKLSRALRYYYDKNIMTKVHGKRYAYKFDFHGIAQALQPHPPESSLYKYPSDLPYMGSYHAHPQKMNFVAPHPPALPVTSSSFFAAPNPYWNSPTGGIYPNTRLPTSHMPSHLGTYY
#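 His-tagged ERG Ets domain (1 uM in the protein solution; 300mM KCl, 50mM Tris-HCl, 1mM EDTA, 1mM DTT, pH 7.5) received compound, then a probe mix of 5 nM fluorescein-DNA and 100nM Texas-615-DNA. Fluorescence polarization was read for both dyes.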
# PGK inhibitor – blocks T. brucei phosphoglycerate kinase; AID 602233; PGK/GAPDH coupled, Kinase-Glo luminescence, 60 min; 380,000 tested, 0.043% active; Potency, µM (doses to about 57.5 µM), for the others: top-dose activity change, negative = inhibition, usual class: inhibitors; P07378; note: % is set by controls: 0 for no effect and ±100 for the full control effect; nearly all actives have a fitted effect of over 60% in size
# Target sequence (P07378 whole entry, looked up): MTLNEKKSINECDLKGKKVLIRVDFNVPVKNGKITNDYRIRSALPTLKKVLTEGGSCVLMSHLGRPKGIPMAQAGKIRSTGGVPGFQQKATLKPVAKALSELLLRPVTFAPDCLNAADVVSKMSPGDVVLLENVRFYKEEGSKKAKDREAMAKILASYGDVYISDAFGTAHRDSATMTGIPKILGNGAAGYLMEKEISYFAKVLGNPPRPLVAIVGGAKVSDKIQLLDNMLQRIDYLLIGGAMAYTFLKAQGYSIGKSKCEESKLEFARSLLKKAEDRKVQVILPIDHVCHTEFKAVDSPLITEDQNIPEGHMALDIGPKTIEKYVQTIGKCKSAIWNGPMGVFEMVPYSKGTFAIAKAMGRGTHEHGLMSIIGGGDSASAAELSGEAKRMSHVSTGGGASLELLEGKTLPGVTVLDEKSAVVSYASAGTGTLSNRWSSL
#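 Recombinant glycosomal PGK reaction used 1,3-bisphosphoglycerate generated in-well by GAPDH (100nM final) in 100mM TEA pH 7.6, 5mM MgCl2, 0.01% Tween-20. After 60 minutes at room temperature, ATP was read by Kinase-Glo Plus luminescence end-point.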
# JMJD2A Tudor inh – JMJD2A Tudor domain (human) inhibition. O75164. AlphaScreen JMJD2A-Tudor / H3K4me3 peptide binding. Potency, µM (highest dose often 114 µM), without a hit: at the top dose activity change, negative = inhibition, hits mostly inhibitors. 390,000 tested, 4.4% active; note: % is set by controls: 0 for no effect and ±100 for the full control effect; nearly all actives have a fitted effect of over 50% in size
# RGS4 inhibitor – human RGS4 inhibition; P49798; Transcreener GDP fluorescence polarization, RGS4-accelerated GTP hydrolysis; Potency, µM (highest dose often 114 µM), inactives show at the top dose activity change, negative = inhibition, actives largely listed as inhibitors; 390,000 tested, 0.039% active; AID 504845; note: % is set by controls: 0 for no effect and ±100 for the full control effect; nearly all actives have a fitted effect of over 75% in size; some results filed as inactive show a strong effect at the top dose
#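 MLSMR compounds (23 nl, pin-transferred) preincubated 10 min at room temperature with a 500nM (2x) first reagent, then RGS4 at 900nM (2x) plus Transcreener GDP mix added; fluorescence polarization (620/688 nm) read before and after 90 min at 30 °C.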
# rTrxR1 inhibitor – blocks rat thioredoxin reductase 1; O89049; recombinant rTrxR1, NADPH fluorescence consumption, selenite substrate; Potency, µM (highest dose often 114 µM), without a hit: at the highest dose activity change, negative = inhibition, hits mostly inhibitors; 390,000 tested, 1% active; AID 588453; note: % is set by controls: 0 for no effect and ±100 for the full control effect; nearly all actives have a fitted effect of over 65% in size
#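 Rat TrxR1 (90 nM in the dispensed reagent) was pre-reduced with 400 uM NADPH for 5 min at room temperature, then incubated with compound for 15 min. After 400 uM selenite was added, NADPH fluorescence (Ex 340/Em 450 nm) was followed for 8 min.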
# HP1b chromo inh – inhibitors of HP1-beta chromodomain binding to methylated histone tails | P83916 | AlphaScreen HP1-beta / biotin-H3K9me3 peptide binding | Potency, µM (highest dose often 114 µM), for inactives: at the highest dose activity change, negative = inhibition, usual class: inhibitors | 390,000 tested, 0.56% active | AID 540317; note: nearly all actives have a fitted effect of over 70% in size; inactives centre near 23
# Target sequence (P83916 whole entry, looked up): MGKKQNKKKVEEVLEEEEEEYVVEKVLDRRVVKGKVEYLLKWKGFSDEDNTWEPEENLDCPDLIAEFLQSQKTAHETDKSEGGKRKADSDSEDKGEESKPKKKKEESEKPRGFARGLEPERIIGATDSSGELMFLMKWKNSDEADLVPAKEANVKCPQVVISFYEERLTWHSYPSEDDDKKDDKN
#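 HP1-beta protein (50 nM final) preincubated 30 min at room temperature with biotinylated H3(1-18)K9me3 peptide (50 nM) in PBS pH 7.4, 0.01% Tween-20, then compound added for 30 min. AlphaScreen streptavidin donor/nickel chelate acceptor beads (10 ug/mL final), 30 min dark, luminescence read.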
# Pin1 inhibitor – inhibitors of human Pin1; Potency, µM (doses to about 115 µM), for inactives: top-dose activity, negative = inhibition, usual class: inhibitors; AID 504891; 390,000 tested, 0.009% active; Q13526; Pin1 FP peptide displacement, HiFluor488, 10 min; active = well fitted inhibition curve with a large enough effect in the polarisation, with a control signal flat, not every such curve was filed as active; inconclusive = small, poorly fitted or top-dose-only effect, or effect the other way, or a change in a side signal; inactive = no such curve, though single readings can be large or run the other way; the % refers to the polarisation; note: % is set by controls: 0 for no effect and ±100 for the full control effect
# GLS inh – blocks human kidney-isoform glutaminase activity. AID 624170. 410,000 tested, 0.21% active. Potency, µM (doses to about 45.5 µM), inactives show at the top dose activity change, negative = inhibition, actives largely listed as inhibitors. O94925. GLS enzymatic activity, qHTS titration; note: % is set by controls: 0 for no effect and ±100 for the full control effect
#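 hKGA; 45 mM KH2PO4 pH 8.2 + 0.02% Tween-20; cpd via pin tool; 1 mM Gln soln; GluOx/HRP/Amplex Red; RT 30 min; fluor. t0 & final.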
# ALOX12 inh – ALOX12 (human) lipoxygenase inhibition | Potency, µM (highest dose often 108 µM), for the others: at the top dose activity change, negative = inhibition, most hits filed as inhibitors | purified 12hLO, xylenol orange hydroperoxide absorbance | P18054 | AID 1671190 | 580,000 tested, 1.1% active; note: % is set by controls: 0 for no effect and ±100 for the full control effect
#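 Purified human 12hLO at 150 nM in 25 mM Hepes, 0.01% Triton X-100, pH 7.0, preincubated 15 min at room temperature with compound. Reaction started with 40 uM arachidonic acid, 30 min at room temperature. Hydroperoxide measured by Fe-xylenol orange, 573/405 nm absorbance ratio.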
# * = called active by the depositor; i = inactive; ? = inconclusive; . = not tested or not shown; & = joins results of further samples; [ ] = remark or other dose. Unless noted, calls come from the whole dose curve; as a rule, active = well fitted curve in the direction sought with a large enough effect; inconclusive = small, poorly fitted or top-dose-only effect, or another doubt; inactive = no such curve, though single readings can be large; an effect the other way counts as inactive or inconclusive. Potency is the fitted concentration of half-maximal effect.
SMILES,ERG-DNA inh,PGK inhibitor,JMJD2A Tudor inh,RGS4 inhibitor,rTrxR1 inhibitor,HP1b chromo inh,Pin1 inhibitor,GLS inh,ALOX12 inh
CCOc1ccccc1C(=O)N(Cc1ccco1)Cc1ccco1,-1%,-7%,-28%,16%,8%,12%,-11%,-4%,?
COc1ccc(Cc2noc(CN3CCCN(Cc4ccc(F)cc4)CC3)n2)cc1OC,1%,i,-23%,-5%,?,22%,-5%,7%,1%
N#CN=C(N)c1ccccc1,.,2%,-9%,-3%,16%,22%,-3%,4%,-9%
O=C(CCC(=O)n1ncc2ccccc21)N1CCCCC1,10%,-7%,-11%,8%,6%[57.1 µM],31%,-2%,0%,-2%
COc1ccc(S(=O)(=O)N2Cc3ccccc3CC2C(=O)O)cc1OC (stereo not given),-5%,-5%,-23%,-1%,13%,43%[activator],-5%,0%,2%
CCOc1ccc(-n2c(C)nc3cc(C(=O)NCC4CCCO4)ccc32)cc1 (stereo not given),-4%,i,-10%,-4%,9%,35%,-1%,-5%,0%
CCCSc1ccc(C(=O)Nc2ccc(F)cc2F)cn1,-5%,-9%,-16%,-1%,12%,28%,15%,1%,-1%
COc1cc(-c2nnc(NC(=O)CCS(=O)(=O)c3ccc(F)cc3)o2)cc(OC)c1OC,.,-10%,?,5%,10%,33%,10%,6%,16%
COc1ccc(OC)c(C(=O)NC2CC(C)(C)Cc3c2cnn3-c2ccccc2)c1 (stereo not given),-8%,-1%,-32%,33%,18%,23%,?,4%,-7%
O=C1Cc2ccccc2Sc2c(OCCN3CCCCC3)cccc21,2%,2%,-27%,7%,-23%,3%,4%,7%,-14%
CN(c1ccc(Cl)cc1)S(=O)(=O)c1nnc(NC(=O)c2ccco2)s1,8%&0%,-11%&-6%,-40%&-18%,-25%&4%,?,2%&58%,?,1%&-12%,-13%&-16%
COc1ccc(C(=O)Nc2ccc([N+](=O)[O-])cn2)c(OC)c1,-1%,0%,14%,7%,-5%,32%,1%,-1%,-11%
CN(C)C(=S)NC(=O)C(c1ccccc1)c1ccccc1,7%,10%,-1%,-9%,3%[57.1 µM],34%,0%,4%,4%
CCCOc1nnnn1-c1ccccc1,-3%,1%,-3%,1%,20%,29%,0%,-6%,0%
CCCCC(=O)NC(c1ccccc1OC)c1ccc2cccnc2c1O (stereo not given),1%,-9%,-19%[11.4 µM],23%[11.4 µM],28%,51%[activator],2%,9%,3%
Cn1c(CCC(=O)Nc2ccc(N3CCOCC3)cc2)nc(=O)c2ccccc21,-6%,0%,-9%,22%,-9%,24%,1%,57%[activator],2%
CC(Oc1ccccc1)C(=O)Nc1c(C(=O)Nc2cccc(F)c2)oc2ccccc12 (stereo not given),-1%,-7%,-8%,-2%,13%,42%[activator],-2%,1%,-27%
O=C1CC(SC(=Nc2ccccc2)Nc2ccccc2)C(=O)N1c1cccc2ccccc12 (stereo not given),0%,-9%,-12%,3%,1%,16%,84%[activator],3%,34%[activator]
Cc1cc(OCC(=O)NCCN2CCOCC2)ccc1Br,2%,i,8%,-22%,-16%,28%,-2%,0%,0%
COc1ccc(C(=O)NC2CCCCCC2)cc1S(=O)(=O)N1CCCC1,-4%,-2%,-1%,-4%,18%[57.1 µM],24%,1%,4%,-4%
O=C(CNC(=O)c1ccc(N2C(=O)c3ccccc3C2=O)cc1)OCC(=O)c1ccccc1,-11%,-5%,-27%,-10%[11.4 µM],12%,-6%,3%,21%,-14%
Cc1ncoc1C(=O)Nc1ccc(Oc2ccccc2)cc1,5%,-7%,-20%,-14%,-1%,6%,5%,2%,-29%
CCCOc1ccc(-c2c(C(=O)N/N=C(\C)c3cccs3)nnn2-c2nonc2N)cc1,-8%,-4%,-9%,33%[11.4 µM],-5%,47%[activator],3%,5%,-3%
Cc1ccc(N2C(=O)N3[C@H](c4cccc(C)c4)[C@@H]4C(=O)N(Cc5ccccc5)C(=O)[C@@H]4[C@]3(C)C2=O)cc1,-7%,-6%,-29%,-1%,-11%,15%,7%,0%,8%
O=C(Nc1ccc(O)c2c(=O)cc(-c3cccc(Cl)c3)oc12)c1ccccc1Cl,-2%,i,-19%,14%,10%[57.1 µM],15%,-8%,10%,-9%

# Brought forward from above: 3 compounds; new compounds follow.
SMILES,ERG-DNA inh,PGK inhibitor,JMJD2A Tudor inh,RGS4 inhibitor,rTrxR1 inhibitor,HP1b chromo inh,Pin1 inhibitor,GLS inh,ALOX12 inh
CCCOc1ccc(-c2c(C(=O)N/N=C(\C)c3cccs3)nnn2-c2nonc2N)cc1,-8%,-4%,-9%,33%[11.4 µM],-5%,47%[activator],3%,5%,-3%
Cc1ccc(N2C(=O)N3[C@H](c4cccc(C)c4)[C@@H]4C(=O)N(Cc5ccccc5)C(=O)[C@@H]4[C@]3(C)C2=O)cc1,-7%,-6%,-29%,-1%,-11%,15%,7%,0%,8%
O=C(Nc1ccc(O)c2c(=O)cc(-c3cccc(Cl)c3)oc12)c1ccccc1Cl,-2%,i,-19%,14%,10%[57.1 µM],15%,-8%,10%,-9%
COc1ccc(/C=N/N=C/c2c[nH]c(=O)c(C#N)c2Nc2ccccc2)cc1,-7%,-8%,-21%,-31%,-24%,21%,0%,-1%,1%
COc1ccc(-n2cc(C(=O)NCc3cccc(OC)c3)c3ccccc3c2=O)cc1,0%,-3%,9%,13%,17%,75%[activator],5%,-2%,-14%
CCCN1C(=O)c2ccc(C(=O)Nc3cc(C)on3)cc2C1=O,-10%,-3%,5%[57.1 µM],24%[56.9 µM],13%,37%[activator],2%,2%,0%
COC(=O)c1cc(C)nc2c1c(=O)nc(SCc1cc(C)ccc1C)n2C1CC1,-11%,-5%,-24%,-26%,12%[57.1 µM],20%[57 µM],-2%,-5%,-6%
CCN1CCN(C(=O)C(Cc2ccccc2)NC(=O)c2ccc(Cl)c(S(=O)(=O)N(C)C)c2)CC1 (stereo not given),11%,i,-31%,26%,30%,9%,5%,0%,-6%
CC(=O)c1cnc2cc(-c3cccc(Br)c3)nn2c1C,-8%,i,-6%,9%,27%,37%,-8%,3%,-3%
COc1ccc(OC)c(CN2CCN(C(=O)CCC(=O)c3cccs3)CC2)c1,-5%,i,-30%,-27%,-15%,6%,-2%,-1%,6%
CCCN1CCN(C(=O)Cn2c(-c3cccs3)cc3ccccc32)CC1,-2%,9%,-8%,-9%,9%,24%,2%,5%,7%
Cc1c(OCC(=O)NCc2ccncc2)ccc2c3c(c(=O)oc12)CCC3,-6%,3%,-1%,2%,33%,39%[activator],-1%,-9%,18%
COc1ccc(-c2cc3nc(C)c(CCC(=O)Nc4ccccc4C(C)=O)c(C)n3n2)c(OC)c1,3%,-4%,-2%,4%,49%[activator],39%[activator],-7%,5%,-18%
COc1cc(OC)c(S(=O)(=O)NCc2ccco2)cc1S(=O)(=O)NCc1ccco1,-2%,-3%,-26%,-15%,-18%,14%,-5%,-2%,0%
NC(=O)CSc1nccn1Cc1ccccc1,7%,-5%,2%,-5%,33%[57.1 µM],18%,3%,-15%,0%
CCOc1cccc(C(=O)Nc2ccc3oc(Cc4ccc(Cl)cc4)nc3c2)c1,-4%,-5%,-10%,-31%,0%,26%,6%,11%,0%
CCCNC(=O)c1ccc(N2CCC3(CC2)CC(c2ccccc2)=NO3)c(NC(=O)c2cccc(OC)c2)c1,16%,0%,56µM*,?,10%,23%,40%[activator],4%,-15%
Cc1cc(C)c(C)c(OCCCCN(C)Cc2ccccc2)c1,1%,-4%,11µM*,-2%,5%,?,-7%,-2%,-4%
O=C(NCC1CCCO1)c1ccc2c(c1)N(Cc1ccc(F)cc1Cl)C(=O)CS2 (stereo not given),-4%,-6%,-14%,-5%[56.9 µM],26%[57.1 µM],18%,-5%,-4%,-13%
O=C(Nc1ccc2nc3n(c(=O)c2c1)CCCCC3)c1c(F)ccc([N+](=O)[O-])c1F,3%,-7%,-25%,?,50µM*,-16%[57 µM],0%,-13%,-9%
COc1ccc(OC)c(C(C)NC(=O)C(C)Cc2ccccc2)c1 (stereo not given),-3%,5%,-12%,-1%,1%,47%[activator],-2%,4%,6%
CCOC(=O)c1ccc(N/C=C/C(=O)C(C)(C)C)cc1,-3%,-2%,-13%,-15%,13%,47%[activator],-8%,2%,-2%
c1ccc(C2CC(c3ccccc3)n3c(nc4ccccc43)N2)cc1 (stereo not given),9%,i,-15%,-6%,17%[57.1 µM],26%,-5%,2%,?
CCN1C(=O)c2ccccc2S(=O)(=O)c2ccc(C(=O)NCc3ccccc3)cc21,-10%,-3%,-8%,0%,13%,30%,1%,7%,?
COC(=O)c1ccc(C)c(NC(=O)CN(c2ccccc2)S(=O)(=O)N(C)C)c1,-5%,9%,-14%[11.4 µM],?,37%[activator][57.1 µM],-1%,3%,0%,-1%
O=C(O)c1cccc(N/N=C/c2cccs2)c1,-3%,-4%,-11%[57.1 µM],-42%,-13%,18%,-2%,3%,-30%
Cc1cc(C)cc(N(CC(=O)NC2CCCC2)S(=O)(=O)c2c(C)[nH]c(=O)[nH]c2=O)c1,-8%,1%,0%,15%,22%,39%[activator],1%,8%,-14%
Cc1ccc(S(=O)(=O)Nc2ccc(N3CCOCC3)cc2)cc1C,-5%,-4%,?,0%,-5%[57.1 µM],-11%,-5%,39%[activator],4%
COc1ccccc1N1C(=O)c2ccccc2NC1c1cc(OC)c(OC)c(OC)c1 (stereo not given),13%,-7%,-1%,-7%,15%,60%[activator],2%,6%,16%

# Bioassay records (PubChem)

# This is a subset; the hit share may differ from the screen's.
